# HIF-2a inh: HIF-2a inhibition; 786-0 RCC cells HIF-2a reporter, luciferase luminescence, overnight; inhibition, % at 18.8 µM; 360,000 tested, 0.72% active; AID 624352;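 active means inhibition of the luminescence signal of 40% or more relative to plate controls, in a single-dose primary screen at 18.75 µM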
# Shn3 3UTR inh: inhibitors of Schnurri-3 3'UTR reporter in osteoblasts; inhibition, % at 12.5 µM; Clone20 osteoblast Shn3 3'UTR firefly luciferase, 24 h; 360,000 tested, 0.52% active;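 active means mean inhibition of at least 75% with every replicate also reaching 75%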;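 further: 0% = median of neutral control wells and 100% = pilot-screen positive control compound; some compounds past the cut are filed as inactive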
# CF NFkB block: inhibitors of cystic fibrosis induced NF-kB. 360,000 tested, 0.86% active. KKLEB NF-kB-GFP reporter, PAF-induced, GFP fluorescence overnight. inhibition, % at 5 µM;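 active means at least 50% inhibition at 5 µM, scaled per plate between neutral and stimulator controls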;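 further: PAF is a Pseudomonas aeruginosa culture filtrate used as stimulus; plate controls were PAF-stimulated DMSO wells for no effect and unstimulated DMSO wells for full effect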
# Peg3 prom inh: reduces Peg3 promoter-driven luciferase expression in HeLa. HeLa PEG-Prom luciferase reporter, luminescence, overnight. inhibition, % at 20 µM. 360,000 tested, 1.7% active. AID 588405;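 active means inhibition of at least 50% at 20 µM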
# NR2E3 ag-1: activates human NR2E3 receptor; 360,000 tested, 0.35% active; Q9Y5X4; inhibition of corepressor binding, % at 3.98 µM; AID 602229; CHO-S Gal4-NCOR/VP16-NR2E3 two-hybrid, luciferase;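 active means inhibition above the mean of all tested compounds plus 3 SD, cut at about 70% in these data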;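 further: 0% = DMSO with NR2E3 transfected cells and 100% = cells lacking NR2E3 construct; higher means lower luciferase signal from less NR2E3 corepressor binding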
# Target sequence (Q9Y5X4 whole entry, looked up, the tested form may be a part): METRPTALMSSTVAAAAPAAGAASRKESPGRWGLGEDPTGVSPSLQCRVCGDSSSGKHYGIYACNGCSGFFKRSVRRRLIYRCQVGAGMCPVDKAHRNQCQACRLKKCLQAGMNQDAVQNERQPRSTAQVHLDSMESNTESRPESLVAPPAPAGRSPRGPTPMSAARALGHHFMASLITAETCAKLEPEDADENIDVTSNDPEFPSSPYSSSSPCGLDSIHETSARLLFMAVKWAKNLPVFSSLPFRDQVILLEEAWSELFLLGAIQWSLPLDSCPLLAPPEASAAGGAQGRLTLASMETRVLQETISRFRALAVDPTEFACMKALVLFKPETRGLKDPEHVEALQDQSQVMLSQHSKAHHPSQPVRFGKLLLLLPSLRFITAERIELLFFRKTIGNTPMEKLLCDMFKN
# C8 TRAIL sens: sensitizes caspase-8 expressing cells to TRAIL | 360,000 tested, 1% active | inhibition (viability loss, TRAIL sensitization), % at 10 µM | NB7+C8 cells + TRAIL, ATPlite viability luminescence;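 active means compounds causing at least 50% loss of cell viability in the single-dose screen, relative to plate controls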
# TROY signal inh: TROY signaling inhibition; Q293 LMP1-TROYcd NF-kB luciferase reporter, 4 h; inhibition, % at 10 µM; 360,000 tested, 0.98% active;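 active means compounds whose plate-normalised and pattern-corrected inhibition of the luciferase reporter signal at the single screening dose is 50% or more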
# KKLEB cytotox: reduces viability of KKLEB cystic fibrosis airway cells; KKLEB CF airway cells viability, ATPlite luminescence, overnight; active compounds read low; cells stimulated with P. aeruginosa culture filtrate; activity change (cytotoxicity), % at 5 µM; 360,000 tested, 0.36% active; AID 602141;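 active means corrected activity change at or below -50% at 5 µM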
# NR2E3 ag-2: NR2E3 (human) agonism | GST-NR2E3/biotin-RetCOR TR-FRET, 1536-well | AID 2300 | inhibition of corepressor binding, % at 4.78 µM | 320,000 tested, 0.12% active;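 active means percent inhibition above the cutoff of mean plus 3 SD of all tested compounds, set per screening campaign, cut at about 20% in these data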;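 further: 0% = DMSO wells and 100% = biotin wells as full block of FRET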
#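 Format: 1536-well format; test system: GST-NR2E3 and biotin-RetCOR proteins; read-out basis: percent inhibition of TR-FRET ratio; timing: 5 h incubation at 4 °C; detection: time-resolved FRET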
# TRPM1 prom inh: MITF TRPM1 promoter inhibition in SK-MEL-5 cells; SK-MEL-5 TRPM1 promoter luciferase, 24 h; inhibition, % at 12.5 µM; 330,000 tested, 0.83% active; AID 488899;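 active means mean inhibition across replicates of 60% or more, whatever share of single replicates reaches that level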; further: values of inactives mirror those of a sister screen read the other way
# TWEAK-Fn14 inh: inhibitors of TWEAK-Fn14 interaction signaling; TWEAK-stimulated Fn14 reporter cells, luciferase luminescence, 8 h; 360,000 tested, 2% active; AID 1159606; inhibition, % at 10 µM; in the data active means inhibition above about 50%
# * = called active by the depositor; x = no result given. This is a subset; rates above refer to the full screens.
SMILES,HIF-2a inh,Shn3 3UTR inh,CF NFkB block,Peg3 prom inh,NR2E3 ag-1,C8 TRAIL sens,TROY signal inh,KKLEB cytotox,NR2E3 ag-2,TRPM1 prom inh,TWEAK-Fn14 inh
COc1ccccc1CN1[C@@H](CC(=O)O)c2ccccc2S1(=O)=O,3.3,-26.1,3.3,4.8,-13.8,-19.8,-8.5,-5.3,-0.7,2.8,0.1
CCOCCCNC(=O)C1CC(=O)N(CCc2ccc(C)cc2)C1 (stereo unspecified),17.7,-4.8,-0.9,0.2,10.0,-17.0,5.2,2.0,2.4,-3.9,-9.9
CCCCn1c(SCC(=O)Nc2ccc(OC)cc2)nc2ccc(N3CCOCC3)cc2c1=O,-5.2,-40.9,-12.3,-6.9,3.5,-17.6,-6.5,11.4,-2.5,1.3,13.9
O=C(CCC1CCCC1)NNC(=O)c1cccc(Cl)c1,-7.8,16.7,13.4,-8.5,8.8,1.0,-6.5,2.4,-0.5,-1.8,-5.3
CC(=O)Nc1ccc(-c2csc(Nc3cc(C)ccn3)n2)cc1,-163.3,-10.0,-24.4,-207.3,-121.7,17.1,30.0,-2.4,-0.7,2.8,50.3*
CCOC(=O)C1(C)/C(=N/Nc2ccccc2)C(=O)C(=O)N1c1ccccc1 (stereo unspecified),-8.3,3.5,-21.8,15.5,0.9,1.7,4.0,18.4,-2.9,0.4,-9.2
CC12CN3CCN(CC(C3)C1(O)CN1CCCCC1)C2 (stereo unspecified),6.7,-14.4,-19.4,4.0,-46.3,-4.2,-8.2,2.6,-4.3,-4.1,-2.4
Cc1n[nH]c(=S)n1/N=C/c1cccc(OCc2ccccc2)c1,-55.1,-3.2,-10.2,-38.8,-84.1,-4.9,-21.4,-2.8,4.2,-17.9,-24.0
COc1ccc(S(=O)(=O)NC(C)c2ccc3c(c2)OCCO3)cc1 (stereo unspecified),-7.4,9.0,-8.8,-10.2,-16.2,8.2,2.9,-1.1,x,x,11.1
O=C(Nc1cccc2ccccc12)c1cnccn1,-120.2,-31.7,-5.5,-164.2,-25.3,-23.1,-56.5,5.0,0.6,-22.7,-28.7
CC(=O)N1CC(=O)N(c2ccccc2)C1=O,14.0,-18.8,9.5,5.8,-9.8,-48.8,19.1,19.3,2.5,6.9,-5.2
CC(C)(C)C(=O)NCCc1nc(-c2ccccc2)no1,-17.8,-11.0,24.7,-17.2,8.7,0.0,41.4,-16.0,-2.1,3.9,39.3
COc1ccc(C(=O)N(C)C(C)c2ccon2)cc1OC1CCN(C(C)C)CC1 (stereo unspecified),0.1,-12.4,-27.2,7.5,1.6,-6.8,5.6,10.1,-4.8,-1.3,-0.2
COc1ccc(C2/C=C\CN(CC(C)C)CC(=O)N2Cc2ccc(F)cc2)cc1 (stereo unspecified),4.3,-17.6,12.0,10.6,-9.0,-0.8,8.8,-15.0,-0.9,-1.4,0.0
Cc1cc(=O)oc2cc(OC(C)C(=O)N3CCOCC3)c(Cl)cc12 (stereo unspecified),-1.0,-9.9,-7.5,0.6,-5.3,-9.8,-7.8,-1.4,x,x,0.6
CCOc1ccc(NC(=O)CCN2CCCCC2)cc1,15.9,-5.2,-8.0,-5.6,-6.4,-11.5,14.5,-1.4,-1.8,-3.8,-5.0
COc1ccc(-n2c(C)cc(/C=C3/SC(=O)N(CC(=O)N4CCOCC4)C3=O)c2C)cc1,12.6,-19.1,13.1,5.5,-11.9,-13.6,11.2,-10.4,-0.2,-1.2,-2.4
COC(=O)c1ccc(-c2nc(CN3CCCN(C(=O)c4ccco4)CC3)c(C)o2)cc1,-30.0,-7.9,-7.3,4.1,-40.9,4.5,-35.7,6.2,1.0,2.2,3.0
CCOC(=O)N1CCN(S(=O)(=O)c2ccc(C(=O)Nc3nnc(C4CC4)o3)cc2)CC1,16.4,-2.6,-8.9,-3.9,0.1,-7.2,-3.4,-4.8,1.7,-8.1,15.1
Cc1nnc(Sc2cc(C(=O)NC3CC3)c3ccccc3n2)s1,8.5,7.5,-0.7,3.1,0.1,-16.7,9.8,2.1,1.0,32.2,2.6
Cc1cc(O)ccc1-c1cc(C(=O)NCc2ccc(F)cc2)[nH]n1,-39.5,2.9,-79.9,-12.2,23.0,15.2,-28.7,-1.1,x,x,-9.5
CCCn1nc(NC(=O)c2cccs2)c2cc3cccc(C)c3nc21,3.2,-3.6,10.0,21.4,9.3,-10.9,6.2,2.3,-2.1,x,-2.8
COc1ccc(S(=O)(=O)N2CCN(C(=O)C3CC3)CC2)cc1,9.8,-7.3,1.3,4.9,-13.9,-10.9,-22.4,8.3,0.2,0.7,15.0
COc1ccc(-c2cc(=O)c3cc(OC)ccc3[nH]2)cc1,-150.3,-7.8,2.8,-19.0,-120.0,72.6*,5.3,8.6,-0.3,17.5,39.0

# Compound profiles, as listed above. Screens in order: HIF-2a inh | Shn3 3UTR inh | CF NFkB block | Peg3 prom inh | NR2E3 ag-1 | C8 TRAIL sens | TROY signal inh | KKLEB cytotox | NR2E3 ag-2 | TRPM1 prom inh | TWEAK-Fn14 inh
# Record of `Cc1cc(=O)oc2cc(OC(C)C(=O)N3CCOCC3)c(Cl)cc12` (stereo unspecified) → -1.0 | -9.9 | -7.5 | 0.6 | -5.3 | -9.8 | -7.8 | -1.4 | x | x | 0.6
# Record of `COc1ccccc1CN1[C@@H](CC(=O)O)c2ccccc2S1(=O)=O` → 3.3 | -26.1 | 3.3 | 4.8 | -13.8 | -19.8 | -8.5 | -5.3 | -0.7 | 2.8 | 0.1

# Following part:
SMILES,HIF-2a inh,Shn3 3UTR inh,CF NFkB block,Peg3 prom inh,NR2E3 ag-1,C8 TRAIL sens,TROY signal inh,KKLEB cytotox,NR2E3 ag-2,TRPM1 prom inh,TWEAK-Fn14 inh
COC(=O)c1c(NC(=O)CCN2CCOCC2)sc2c1CCCC2,5.8,-0.2,3.2,21.0,4.8,-4.7,-9.9,-12.2,4.4,5.8,-6.6
O=C(c1sccc1Cl)N1CCN(Cc2ccc3c(c2)OCO3)CC1,-23.9,-65.3,26.5,-10.2,-1.5,5.4,4.8,-15.8,0.7,-3.1,-2.8
O=C(Cc1cccc2ccccc12)OCn1nnc2ccccc2c1=O,5.0,-4.7,7.1,7.0,-12.3,-26.4,-22.8,-5.7,1.5,4.8,-15.0
CCOc1ccc(-n2c(=O)c3c4c(sc3n(CC(=O)NCc3ccco3)c2=O)CCC4)cc1,16.1,-18.4,1.9,39.8,-1.4,-22.5,-22.8,-6.4,1.7,11.7,1.4
Cc1cc2nc(-c3ccc(SCC(=O)N4CCc5ccccc54)nc3)[nH]c2cc1C,-210.8,-44.7,29.0,113.8*,-41.9,81.2*,-0.2,-52.2*,5.5,-19.6,9.7
O=C(NCCC(=O)N1CCN(S(=O)(=O)c2ccccc2F)CC1)Nc1ccccc1,4.1,5.6,12.4,9.8,-10.8,0.0,4.3,6.1,-1.5,-13.4,7.2
CCc1ccc(S(=O)(=O)NCc2csc(-c3cccnc3)n2)s1,3.1,-13.7,6.8,6.5,2.7,11.0,9.6,-1.7,-1.7,x,-3.3
CC(C)[C@H](Nc1nc(-c2ccccc2)nc2c1oc1ccccc12)C(=O)O,5.3,-11.6,-18.7,25.3,5.2,-4.9,8.4,-4.0,-2.8,18.5,6.8
Cc1cc(C)n(-c2nc(NCCN(C)C)c3c4c(sc3n2)CCCC4)n1,-66.0,19.8,26.6,103.0*,4.6,5.5,-26.3,-25.2,-1.3,66.4*,-51.5
CCOC(=O)CNC(=O)C(CC(C)C)NC(=O)C1CCCCC1 (stereo unspecified),12.8,-5.0,-2.6,1.5,-4.5,-6.6,12.0,0.5,-1.2,9.9,1.1
CN(C)c1nc2c(cnn2C)c(=O)[nH]1,4.9,-40.0,1.4,20.4,-11.5,-2.7,-10.3,1.9,x,0.8,11.4
O=C(CN1C(=O)C(=O)N(C2CCCC2)C1=O)NCCc1ccc(Cl)cc1Cl,3.1,1.8,3.2,2.8,-28.5,-10.7,-3.2,-6.4,-0.1,5.5,-9.6
O=C(c1ccccn1)N1CCN(S(=O)(=O)c2cccc(Br)c2)CC1,19.1,3.0,2.3,2.1,-6.5,19.0,-1.3,3.4,-0.4,5.9,-0.9
CN(C)S(=O)(=O)n1cc(/C=C(\NC(=O)c2ccccc2)C(=O)N2CCCCC2)c2ccccc21,-2.4,-3.7,14.5,9.2,-19.0,-33.4,0.2,-6.2,x,x,8.5
Cc1ccc(-c2nnc(Nc3ccc4c(c3)OCO4)c3ccccc23)cc1S(=O)(=O)NCCO,-20.2,-9.8,3.5,-2.0,-22.6,-6.5,6.5,2.6,-0.9,2.1,-5.9
Cc1ccc(CNC(=O)Nc2ccccc2)cc1,-199.5,-51.6,2.3,-189.9,-88.2,23.6,-40.4,3.0,0.3,-83.7,5.2
Cc1ccc(CSc2nnc(SCC(=O)N/N=C/C=C/c3ccccc3[N+](=O)[O-])s2)cc1,3.7,-8.7,8.3,-125.4,24.9,10.0,4.4,-7.2,-1.8,4.8,32.9
CON=C1C=C(C)C(=O)C(C)=C1C,0.9,-10.2,6.4,1.9,4.2,5.8,-0.8,-10.1,x,13.6,1.2
CCOc1ccc2c(C)c(C(=O)O)oc2c1OCC,13.9,-12.2,-15.5,16.2,4.3,25.5,-29.5,4.0,3.9,-4.8,-7.6
NC(=O)c1cccc(Nc2nc(C(N)Cc3ccc(C(F)(F)F)cc3)cs2)n1 (stereo unspecified),-13.7,33.1,-11.2,26.7,-2.1,20.1,4.0,-9.5,x,x,-33.5
CN(CC(=O)Nc1cccc(F)c1)C(=O)Cn1cnc2c1c(=O)n(C)c(=O)n2C,7.0,-0.5,12.3,12.5,-31.3,19.6,-11.0,13.2,3.6,1.4,13.3
COc1cc(F)ccc1CN1CCC(C(=O)Nc2ccc(Oc3ccccc3)nc2)CC1,9.4,46.1,-15.7,10.3,-17.4,25.9,18.9,8.5,0.2,21.7,28.3
CCOC(=O)c1sc(NC(=O)Nc2ccc(Cl)cc2)cc1C,-254.2,37.7,48.3,-118.0,44.9,43.2,18.2,-37.5,3.9,-30.2,66.7*
COc1cccc(CN2CC(C(=O)NCCCc3ccc(C)cc3)CCC2=O)c1 (stereo unspecified),-153.5,-19.5,-10.3,-142.9,-25.8,-8.7,-56.6,-6.7,-1.8,-4.5,-11.7
CC(C)(C)C(=O)Nc1ccccc1N1CCN(C(=O)c2ccc(Cl)cc2)CC1,10.2,20.2,10.0,22.1,-22.1,-6.6,3.7,-9.1,0.4,4.4,-18.4
CC1CC(C)CN(CCCNC(=O)CN2C(=O)CSc3ccc(S(=O)(=O)N4CCCCC4)cc32)C1 (stereo unspecified),4.5,-1.7,5.2,-15.4,4.3,-5.3,-5.7,-7.1,1.6,-15.4,14.1
O=C(CNC(=O)c1ccccc1C(F)(F)F)N/N=C/c1cccs1,5.9,9.3,-12.5,-5.2,-22.6,4.8,12.7,26.3,-0.8,-0.3,-6.5
COc1ccc(Br)cc1C(=O)Nc1cccc(C)c1,-25.9,-26.0,3.7,-26.0,-21.3,13.2,-37.4,-2.9,3.4,-20.9,-24.1

# Compound activity from PubChem.
